mcGAS inh: cyclic GMP-AMP synthase inhibitors, mouse, primary biochemical chemiluminescence; inhibition, % at 12.5 µM; Q8C6L5; 160,000 compounds, 0.15% hits; recombinant cGAS, Kinase-Glo ATP depletion luminescence;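 further: 0% = negative control wells and 100% = reference inhibitor with no enzyme activity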
NPYLR7 ag: agonists of mosquito NPYLR7 receptor, primary screen, cell-based, Aedes aegypti, calcium fluorescence, mosquito biting behavior; HEK293T NPYLR7/Galpha15, GCaMP6s calcium fluorescence; AID 1259423, 2018; 270,000 compounds, 0.15% hits; Aedes aegypti neuropeptide Y-like receptor 7 (NPYLR7); activation, % at 10 µM; in the data active means activation above about 40%;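 further: 0% = vehicle and 100% = reference agonist at the receptor; some compounds past the cut are filed as inactive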
hcGAS lum: Primary biochemical luminescence assay for human cyclic GMP-AMP synthase inhibitors; Q8N884; recombinant h-cGAS, ATP depletion, Kinase-Glo luminescence; inhibition, % at 12.5 µM; 290,000 compounds, 0.081% hits;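 further: 0% = vehicle reaction and 100% = reaction without DNA for no activity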
Target sequence (Q8N884 whole entry, looked up): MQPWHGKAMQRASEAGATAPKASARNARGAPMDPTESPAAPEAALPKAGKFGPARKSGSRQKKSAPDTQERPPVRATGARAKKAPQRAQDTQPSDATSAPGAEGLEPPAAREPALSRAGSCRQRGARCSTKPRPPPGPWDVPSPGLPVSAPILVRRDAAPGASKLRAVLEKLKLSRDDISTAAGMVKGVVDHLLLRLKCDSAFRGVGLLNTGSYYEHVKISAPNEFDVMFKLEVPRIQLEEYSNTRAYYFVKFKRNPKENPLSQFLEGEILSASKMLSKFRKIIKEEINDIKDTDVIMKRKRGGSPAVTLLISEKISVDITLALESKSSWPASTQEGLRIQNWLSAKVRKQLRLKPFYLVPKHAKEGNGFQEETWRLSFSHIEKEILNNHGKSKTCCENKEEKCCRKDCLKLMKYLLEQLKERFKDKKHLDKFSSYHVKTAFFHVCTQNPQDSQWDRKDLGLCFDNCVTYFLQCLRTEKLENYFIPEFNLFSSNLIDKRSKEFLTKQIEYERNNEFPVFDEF
An asterisk follows results filed as active; . = not tested or not shown; & = joins results of further samples. Unless noted, no stated cut-off is given here; in the data, active means inhibition above about 40%; inactive means the rest.

Results follow in this order: mcGAS inh | NPYLR7 ag | hcGAS lum
CC(Sc1nncn1C1CC1)C(=O)Nc1cccc([N+](=O)[O-])c1 (stereo not given)
  . | 10 | -6
CCCNC(=O)Cn1nc2c(c1NC(=O)c1cc(Cl)ccc1OC)CSC2
  -2 | 3 | 1
Nc1ncnc(NN=Cc2cccnc2)c1[N+](=O)[O-]
  -3 | -1 | -1
CN1C(=O)CC(C)(C(=O)O)c2ccccc21 (stereo not given)
  . | -5 | -13
Cc1ccccc1-c1ccccc1C(=O)N1CCC2(CN(C)C(=O)O2)C1 (stereo not given)
  . | 3 | -1
CC1Nc2ccccc2NC1C (stereo not given)
  . | -10 | -3
Cc1ccccc1NC(=O)c1nn(C)cc1[N+](=O)[O-]
  . | -3 | -5
COC(=O)Cn1c(=O)c2c(OC)c(C)cnc2n(C)c1=O
  -7 | 2 | -7
Cc1nonc1C1CCCN1c1ccc(-c2nc(C3CC3)no2)cn1 (stereo not given)
  . | 0 | -16
COC(=O)c1ccc(N2C(=O)CC(NCCc3ccc(OC)cc3)C2=O)cc1 (stereo not given)
  -6 | 1 | -5
COc1ccc(OC)c(NC(=O)c2c(C)c(-c3ccccc3)nc3ccccc23)c1
  -8 | -3 | -6
COc1cc(N2CCN(CC(C)(C)N3CCOCC3)CC2)nc(OC)n1
  -11 | 26 | -6
COc1cccc(CO[C@]2(C(=O)NCC3CC3)CC(OCC3CC3)[C@@H]3OC(C)(C)O[C@@H]3C2)c1 (stereo not given in full)
  -6 | 8 | -4
Oc1ccc(CCC2CCCCN2Cc2ccncc2)cc1 (stereo not given)
  -15 | 0 | -3
CC(=O)c1c(C)oc2ccc(N(C(=O)c3ccccc3)S(=O)(=O)c3ccccc3)cc12
  . | 1 | -11
CCc1ccc(-n2ccc(=O)c(-c3nc(-c4ccccc4Br)no3)n2)cc1
  -4 | -7 | -5
Cc1nc(-c2ccc(CNC(=O)NCc3ccccc3C)o2)cs1
  -6 | 15 | -5
COCC1CCN(c2nc3nonc3nc2NCc2cccs2)CC1
  . | 10 | -10
CC1c2ccsc2CCN1C(=O)C1CCN(S(=O)(=O)c2ccc(C#N)cc2)CC1 (stereo not given)
  . | 0 | -12
COc1ccccc1CN1C[C@@H]2C[C@@H](c3ccc(SC)cc3)N3CCC[C@@]23C1=O
  -13 | -2 | 2
Cc1cc(C(=O)N/N=C\c2cccnc2)n[nH]1
  -7 | -5 | -5
Cn1c(=O)c2c(nc(CN3CCCCC3)n2Cc2ccc(Cl)c(Cl)c2)n(C)c1=O
  . | 9 | -5
COc1ccc(S(=O)(=O)N2CCCCC2CC(=O)Nc2ccc(F)cc2F)cc1 (stereo not given)
  . | 5 | 0
Cc1c(C)n2c3c(=O)n(Cc4ccc(Cl)cc4)c(=O)n(C)c3nc2n1CCCO
  . | 4 | -10
Cc1nn(-c2cccc(Cl)c2)c(C)c1C(=O)NCc1ccncc1
  -1 | -10 | 2
CC(C)(C)NCc1nc(-c2ccc(F)cc2)no1
  . | 1 | -15
S=C1SC2CCCCC2S1 (stereo not given)
  . | -2 | 0
CSc1ncccc1C(=O)N(CCC#N)CC1CCCO1 (stereo not given)
  . | 1 | -11
C=CCn1c(SCC(=O)NCc2ccccc2)nnc1-c1cccc(C)c1
  -5 | 16 | -6
O=C(c1ccc(F)cc1)C1CCN(CCCCc2ccccc2)CC1
  . | -12 | -4
COc1ccc(-c2ccccc2NC(=O)C2CCCN2C(=O)c2ccoc2)cc1 (stereo not given)
  -10 | -5 | -9
Cn1cc(S(=O)(=O)NCc2ccc(F)cc2)c(=O)n(C)c1=O
  -8 | 3 | -9
COc1ccc(C(=O)NC2CC2)c(OC2CCN(CC3CCOC(C)(C)C3)CC2)c1 (stereo not given)
  . | 1 | -10
Fc1cccc(F)c1Cn1ccnc1-c1cnc[nH]1
  . | 16 | -1
Cc1noc(C)c1CCC(=O)Nc1ccc(N2CCCC2)cc1
  -5 | 2 | -10
O=C(COC(=O)C1CCCC1)NCCNC(=O)COC(=O)C1CCCC1
  . | 5 | 0
Cc1ncccc1C(=O)N1CC[C@@H](N2CCN(c3ccccc3F)CC2)[C@H](O)C1
  . | 4 | -14
Cc1n[nH]c(C)c1CN1CCn2nc(C(=O)NCc3ccccn3)cc2C1
  -8 | 6 | -3
N#CC1C(=N)Oc2cc(O)ccc2C1c1ccc(Br)cc1 (stereo not given)
  . | 0 | -2
O=C(c1csc(CSc2nnc(Cc3ccccc3)n2-c2cccc(C(F)(F)F)c2)n1)N1CCN(Cc2ccccc2)CC1
  -4 | 8 | -2
O=C(O)C1COC2(CCN(C(=O)C3CCC3)CC2)N1C(=O)c1ccco1 (stereo not given)
  0 | -12 | -2
Cc1ccc(OCC2c3ccsc3CCN2C(=O)CN(C(=O)c2ccccc2Cl)C(C)(C)C)c(C)c1 (stereo not given)
  -5 | -2 | -4
CC(C)C(=O)Nc1sc2c(c1C#N)CCC2
  . | -4 | -5
CC(=O)Oc1cccc(/C=C2N=C(/C=C/c3ccc(Cl)cc3)OC/2=O)c1
  5 | 0 | -3
NCCCCN=C(N)N
  -4&-4 | 4 | -5&-3
CN(Cc1ccc(N(C)C)cc1)C(=O)C1CCC(=O)N1 (stereo not given)
  . | 1 | -10
Cc1cccc(COn2c(=O)c(-c3ccco3)[n+]([O-])c3ccccc32)c1
  . | 0 | -6
CC(C)Nc1ccc(C(=O)N[C@@H]2CCCc3ccccc32)cn1
  1 | -16 | 0
CCn1c(C)cc(O)c(C(c2cccs2)N2CCC(C)CC2)c1=O (stereo not given)
  . | 11 | -1
O=C(Cc1ccccc1)Nc1ccnn1C1CCN(C2CCSCC2)CC1
  -4 | 1 | -3
Cc1cc(C)c2ccc[n+]([O-])c2c1O
  -5 | 3 | -4
O=c1oc2c(CN3CC4CC(C3)c3cccc(=O)n3C4)c(O)ccc2cc1-c1nc2ccccc2s1 (stereo not given)
  . | 303* | -9
COc1ccc(OC)c(S(=O)(=O)NCc2nnnn2-c2ccc(C)cc2)c1
  -8 | 0 | -8
CC(=O)N1CCC(c2nnc(C3CC3)s2)CC1
  -9 | -1 | -9
CCc1ccc2c(C)nc(NC3=NC(C)(C)C=C(C)N3)nc2c1
  . | 24&4 | -6&-6
CC(NCC1CNc2ccnn2C1)c1cc2ccccc2o1 (stereo not given)
  . | 2 | -1
Cc1ccc(C)c(C(C)CNC(=O)c2cnccn2)c1 (stereo not given)
  . | -1 | -5
O=C(c1cc(Nc2ccc(N3CCOCC3)cc2)ncn1)N1CCN(c2ccccn2)CC1
  2 | -7 | -1
CC(C)Cn1c(CN(Cc2ccccn2)CC2CCCO2)cnc1S(C)(=O)=O (stereo not given)
  . | 18 | -6
COCCN(Cc1csc(COc2cc(Cl)ccc2Cl)n1)C(=O)Nc1ccc(C)cc1
  -8 | . | -1

3 entries from above, sorted by formula weight, high to low:
Results follow in this order: mcGAS inh | NPYLR7 ag | hcGAS lum
CCc1ccc2c(C)nc(NC3=NC(C)(C)C=C(C)N3)nc2c1
  . | 24&4 | -6&-6
CN(Cc1ccc(N(C)C)cc1)C(=O)C1CCC(=O)N1 (stereo not given)
  . | 1 | -10
CC(C)C(=O)Nc1sc2c(c1C#N)CCC2
  . | -4 | -5

Further entries:
Results follow in this order: mcGAS inh | NPYLR7 ag | hcGAS lum
CC(C)(C)n1ncc2c(=O)n(NC(=O)CC3CCCCC3)cnc21
  . | 5 | -12
CC1CCN(C(=S)c2ccc(-c3cccc([N+](=O)[O-])c3)o2)CC1
  . | 3 | -1
Cc1ccnc(NC(=O)Cn2nc([N+](=O)[O-])c(Br)c2C)c1
  -6 | 3 | -4
Cc1ccc(C(NC(=O)C2CCS(=O)(=O)C2)C2CC2)cc1 (stereo not given)
  -8 | 11 | -12
Cc1cc(NCCCN(C)C)n2nc(C)c(-c3ccc(Cl)cc3)c2n1
  -9 | -2 | -6
Cc1ccc(F)c(S(=O)(=O)NC(=O)C2(C)CCN2C(=O)CC2CCCCC2)c1 (stereo not given)
  . | 1 | -9
CC(CC(=O)NCC1CCCC1O)NC(=O)c1ccccc1 (stereo not given)
  . | 0 | -10
Cc1ccccc1-c1noc(CN2CCN(C(=O)c3cc(C4CC4)[nH]n3)CC2)n1
  . | 1 | -8
NC(=O)c1cc2ccc(O)cc2oc1=Nc1ccc(F)cc1
  -3 | 4 | 0
Cc1ccc(Cc2nsc(N3CCCN(C(=O)COc4ccc(Cl)cc4)CC3)n2)cc1
  -5 | 13 | -7
CC1CN(C)c2ccccc2N(Cc2cc(=O)c(O)co2)C1 (stereo not given)
  . | -25 | 0
O=C(C1CCC1)N1CCN(C(C(=O)N2CCc3ccccc3C2)C2CCCC2)CC1 (stereo not given)
  . | -6 | -4
Cc1ccc(NC(=O)CN2CCCC(OCc3ccccn3)C2)cc1C (stereo not given)
  -9 | -6 | -1
CC(Sc1nnc(CC2CCS(=O)(=O)C2)n1C)c1cccc(F)c1 (stereo not given)
  . | -7 | 10
COc1cccc(C(=O)N2CCN(C(=O)c3cn(Cc4ccc(F)cc4)nn3)CC2)c1
  . | 11 | -4
Cc1ccc2ccc(S(=O)(=O)n3ccnc3C)cc2c1
  -2 | 3 | -1
CC1(c2ccccc2F)NC(=O)c2ccccc2N1 (stereo not given)
  . | 11 | -7
CCSc1nnc2c(n1)OC(c1ccc(-c3ccc(Cl)cc3)o1)Nc1ccccc1-2 (stereo not given)
  -2 | 0 | 3
COc1ccc(-n2c(-c3ccccc3)c[n+]3c2CCC3)cc1
  . | 1 | -2
Cc1cc(C)n(CC(C)NC(=O)c2cc(COc3ccccc3)[nH]n2)n1 (stereo not given)
  -12 | 5 | -6
Cc1cccc(-c2c(NC(=O)c3ccco3)oc3c(C)cccc3c2=O)c1
  . | 6 | -1
O=C(CCNCc1ccccn1)NCc1ccccc1
  . | 0 | 6
Cc1c(C(=O)N2CCN(S(=O)(=O)c3ccccc3C(F)(F)F)CC2)cnn1C
  -5 | -1 | -4
CCCCCc1ccc(C(=O)N(CCCOCC)CC(=O)N2CCc3sccc3C2c2ccc(Cl)cc2)cc1 (stereo not given)
  -7 | 1 | -16
CC(C)c1[nH]n(-c2cccc(F)c2)c(=O)c1-c1ccc(N)cc1
  . | -9 | 9
O=C(NCC(c1cccnc1)N1CCOCC1)c1ccc(Cl)s1 (stereo not given)
  . | 7 | -3
NC(=O)C1CCCN(Cc2ccccc2NC(=O)c2ccc(F)c(F)c2)C1 (stereo not given)
  . | 8 | -4
Cc1ccc(-c2nccn2-c2cccc(-c3nnc(C)s3)c2)o1
  . | -5 | -1
CN=c1scc(-c2ccc(Cl)cc2Cl)n1N=Cc1cc(OC)c(O)c(OC)c1
  . | -3 | -4
O=C(c1ccccc1)N1CCN(Cc2ccc(-c3cncnc3)cc2)CC1
  . | 19 | -7
COc1ccc(-n2ccnc2CN2CCN(CC3CCCCC3)C(CCO)C2)cc1 (stereo not given)
  -2 | -3 | -4
O=C(NC1CC1)c1cc(-c2ccco2)n(C2CCS(=O)(=O)C2)n1 (stereo not given)
  . | 1 | -4
CCOC(=O)c1ccc(C#N)c(SC2CCCc3ccccc32)n1 (stereo not given)
  . | -2 | -2
C=CCN1C(=O)NC(c2cccc(OCc3ccccc3)c2)C2=C1CN(Cc1ccco1)C2=O (stereo not given)
  -8 | . | -4
CC(C(=O)NC(=O)NC1CC1)N1CCN(C(=O)c2ccccc2C(F)(F)F)CC1 (stereo not given)
  . | -5 | 6
CC(C)(C)OC(=O)CCC(NC(=O)C(C)(C)Oc1ccc(CCNC(=O)c2ccc(Cl)cc2)cc1)C(N)=O (stereo not given)
  . | -11 | -2
Cc1cccc(NC(=O)CC2S/C(=N/N=C\c3cccs3)NC2=O)c1C (stereo not given)
  -5 | 1 | -7
CCCc1cc(N2CCCCC2)n2nc3nc(C)cc(C)c3c2n1
  -7 | 3 | -8
CCOC(=O)C1=C(C)C(c2ccc(Cl)cc2)NC(=S)N1 (stereo not given)
  . | -5 | -5
CN(c1cc(-c2ccccc2)nc(SCc2cccc(C(=O)NCc3cccnc3)c2)n1)C1CCCCC1
  -3 | -1 | -3
O=C(CN1C(=O)C2(OCCO2)c2ccccc21)c1ccc(Cl)cc1
  -7 | 3 | -1
Cc1ccc2nc(C)c(NC(=O)c3sc(-c4ccccc4)nc3C)c(=O)n2c1
  . | 4 | -14
O=C(N[C@H](CO)Cc1ccccc1)c1cccnc1Oc1ccc(Cl)cc1
  . | -10 | 2
CC(C)C(=O)N1CCCC(Cn2ccnc2-c2ccc(-c3ccn[nH]3)o2)C1 (stereo not given)
  . | 5 | -6
COc1ccc(/C=C2\N=C(c3cccc(C)c3)OC2=O)cc1OC(C)=O
  . | -1 | -4
CC1CCCCN1S(=O)(=O)c1cc(C(=O)O)cs1 (stereo not given)
  1 | -5&0 | -3&3
Cc1ccc(C(=O)NCC(C)(C)CNC(=O)c2ccc(C)o2)o1
  . | 1 | 0
O=C(Cc1ccccc1)NCc1nnc(SCC(=O)c2ccccc2)n1-c1cccc(C(F)(F)F)c1
  . | -7 | -6
CCN(CC)CCCC(C)NC(=O)c1cc(-c2cccs2)nn1-c1cccc([N+](=O)[O-])c1 (stereo not given)
  -3 | -4 | -5
CCc1nnc(CNC(=O)c2cc(COc3cccc(F)c3)[nH]n2)s1
  -12 | -1 | -8

Full records, quoted from the list.
Listed for Cc1n[nH]c(C)c1CN1CCn2nc(C(=O)NCc3ccccn3)cc2C1 : mcGAS inh = -8; NPYLR7 ag = 6; hcGAS lum = -3
Listed for O=C(COC(=O)C1CCCC1)NCCNC(=O)COC(=O)C1CCCC1 : mcGAS inh = .; NPYLR7 ag = 5; hcGAS lum = 0

Compound activity (PubChem BioAssay)
